# Compound activity from PubChem BioAssay.
# Rv3671c protease – Rv3671c serine protease inhibitors, primary screen, biochemical, fluorescence polarization, M. tuberculosis H37Rv; 0.048% of 320,000 active; inhibition, % at 5.96 µM; in the data active = inhibition above about 38%;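 also: extracellular domain of Rv3671c used as enzyme; 0% = enzyme with DMSO and 100% = no enzyme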
# Target sequence (P9WHR9 whole entry, looked up, the tested form may be a part): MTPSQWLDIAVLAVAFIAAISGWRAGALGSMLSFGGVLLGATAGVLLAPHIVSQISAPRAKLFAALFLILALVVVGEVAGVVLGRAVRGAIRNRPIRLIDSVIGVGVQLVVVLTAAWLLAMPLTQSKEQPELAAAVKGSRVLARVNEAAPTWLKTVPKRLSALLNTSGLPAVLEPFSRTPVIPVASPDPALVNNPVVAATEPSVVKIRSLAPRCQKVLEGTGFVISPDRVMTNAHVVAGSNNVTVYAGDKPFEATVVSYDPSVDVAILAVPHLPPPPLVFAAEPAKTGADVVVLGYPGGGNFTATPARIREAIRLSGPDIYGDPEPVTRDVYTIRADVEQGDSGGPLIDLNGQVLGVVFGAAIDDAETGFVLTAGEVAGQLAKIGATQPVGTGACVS
# FadD28 FP inh – inhibitors of FadD28 bisubstrate probe binding, primary screen, biochemical, fluorescence polarization, single point. 0.22% of 360,000 active. AID 588549, 2011. inhibition, % at 12.5 µM. Mycobacterium tuberculosis FadD28 fatty-acid-AMP ligase; in the data active = inhibition above about 8.5%, passing the limit was not always enough; inconclusive = no clear call, values can overlap the other calls
# BoNT F protease – BoNT/F light chain protease inhibitors, primary screen, biochemical, flow cytometry, MLPCN library | Botulinum neurotoxin type F light chain protease (Clostridium botulinum) | Multiplex microsphere protease cleavage assay | inhibition, % at 10 µM | 0.22% of 360,000 active | AID 588497, 2011; in the data active = inhibition above about 35%, passing the limit was not always enough; inconclusive = no clear call, values can overlap the other calls; also: plate controls were buffer without enzyme for full effect and enzyme alone for no effect
# Mtb FBA inh – Mtb FBA enzyme inhibitors, primary screen, biochemical, fluorescence, strain H37Rv; Fructose-bisphosphate aldolase (Mycobacterium tuberculosis (strain ATCC 25618 / H37Rv)), …; purified M. tuberculosis FBA, fluorescence read-out; inhibition, % at 1 µM; 2.3% of 360,000 active; AID 588726, 2011; in the data active = inhibition above about 27%;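 also: 0% = vehicle and 100% = reference inhibitor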
# Target sequence (P9WQA3 whole entry, looked up): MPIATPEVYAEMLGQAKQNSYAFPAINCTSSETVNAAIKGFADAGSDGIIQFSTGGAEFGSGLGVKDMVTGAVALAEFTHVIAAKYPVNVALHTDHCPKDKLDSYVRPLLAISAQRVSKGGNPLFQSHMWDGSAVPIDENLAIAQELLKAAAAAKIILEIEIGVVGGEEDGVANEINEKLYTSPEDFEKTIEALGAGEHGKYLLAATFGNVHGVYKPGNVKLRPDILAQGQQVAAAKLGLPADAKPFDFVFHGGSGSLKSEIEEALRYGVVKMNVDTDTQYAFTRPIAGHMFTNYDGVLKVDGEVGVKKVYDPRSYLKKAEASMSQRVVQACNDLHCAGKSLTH
# MazF activator – activators of E. coli MazEF toxin-antitoxin RNase, primary screen, biochemical, fluorescence, uHTS. FAM/BHQ RNA-DNA oligo cleavage fluorescence, 5 h. activation, % at 20 µM. 0.32% of 350,000 active; in the data active = activation above about 50%
# Target sequence (P0AE70 whole entry, looked up): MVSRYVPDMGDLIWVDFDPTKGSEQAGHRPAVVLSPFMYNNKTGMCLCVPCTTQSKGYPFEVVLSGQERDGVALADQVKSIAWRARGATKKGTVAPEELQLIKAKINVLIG
# PrPC surface inh – inhibitors of human cell surface prion protein PrPC, primary screen, cell-based, TR-FRET | inhibition, % at 13.8 µM | Major prion protein (Homo sapiens), P04156 | TR-FRET read-out | 0.43% of 370,000 active; in the data active = inhibition above about 24%; also: 0% = median of the test wells and 100% = reference compound wells
# Mtb UGM inh – M. tuberculosis UGM enzyme inhibitors, primary screen, biochemical, fluorescence polarization, single point; UDP-galactopyranose mutase (Mycobacterium tuberculosis (strain ATCC 25618 / H37Rv)), …; purified UGM, fluorescence polarization probe displacement; inhibition, % at 10 µM; 0.06% of 320,000 active; in the data active = inhibition above about 10%, passing the limit was not always enough; inconclusive = no clear call, values can overlap the other calls
# GDH-TPI inh – GDH-TPI coupling enzyme inhibitors, primary screen, artefact control for M. tuberculosis FBA inhibitor project, biochemical, absorbance, full deck | GDH-TPI coupled enzyme counterscreen, NADH absorbance | inhibition, % at 4.8 µM | 1.2% of 360,000 active | AID 588335, 2011; in the data active = inhibition above about 30%;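 also: 0% = DMSO wells and 100% = wells lacking the enzyme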
# Mtb BioA inh – M. tuberculosis BioA enzyme inhibitors, primary screen, biochemical, plate reader, single point, HTS. purified M. tuberculosis BioA enzyme. inhibition, % at 9.99 µM. 0.096% of 360,000 active; in the data active = inhibition above about 40%; inconclusive = no clear call, values can overlap the other calls
# Starred values were filed as active, the others as inactive; ? = inconclusive; . = not tested or not shown; + = active, no number; & = joins results of further samples.
smiles	BoNT F protease	Mtb BioA inh	FadD28 FP inh	MazF activator	GDH-TPI inh	Mtb FBA inh	Rv3671c protease	Mtb UGM inh	PrPC surface inh
O=C(CCCn1c(SCC(=O)Nc2ccccc2Cl)nc2ccccc2c1=O)NCC1CCCO1 (stereo not given)	-9	1.1	-2.0	-5	-2	3	-2	2.8	-12
Cc1occc1C(=O)/C(C#N)=C/c1ccc(O)c(Br)c1	-7	-0.1	1.9	-26	13	-1	-11	-6.3	3
O=C(C[n+]1ccn(CCCNP2(=O)C=C(c3ccccc3)OC(c3ccccc3)=C2)c1)c1ccccc1	0	.	-2.0	4	3	4	7	0.1	-1
CC(=O)Oc1ccc2nc(-c3ccco3)oc(=O)c2c1	-7	-0.7	-1.4	-1	0	-1	4	-2.8	4
CCC(CCNC(=O)c1ccccc1)(CCNC(=O)c1ccccc1)[N+](=O)[O-]	-7	.	-1.2	10	5	2	.	.	-8
Cc1cc(C)cc(-n2c(SCC(=O)NCc3ccco3)nc3ccccc3c2=O)c1	7	-1.0	-2.5	-1	-1	-2	3	0.0	2
CCN(CC)c1ccc(/C=N/NC(=O)c2ccco2)c(O)c1	.	.	-0.7	-10	41*	4	13	1.3	23
O=C(CNS(=O)(=O)c1ccc(Br)cc1Cl)OCC(=O)N1CCCC1=O	6	0.2	0.7	-2	0	4	-6	1.5	-2
CNc1nc(-c2ccccc2)cc(C)c1S(C)(=O)=O	-6	.	-4.0	-12	6	+	-4	-3.6	0
Cc1ccc(CNC(=O)COC(=O)c2ccc(Br)cc2)cc1	-2	.	-3.1	-4	1	-1	-1	-2.8	-3
O=C(CNCc1cccs1)Nc1ccc(N2CCCCCC2)cc1	-16	.	4.1	-2	2	-1	1	-2.1	5
COc1ccc(N2CCN(C(c3cccs3)C(C)NC(=O)C(=O)N3CCOCC3)CC2)cc1 (stereo not given)	6	-5.1	0.9	5	8	3	-1	2.0	-1
Cc1noc(C)c1NC(=O)N(C)C[C@@H]1Oc2ccc(NC(=O)CCC(F)(F)F)cc2CC(=O)N([C@@H](C)CO)C[C@@H]1C	-6	-0.8&0.0	-1.4	-3	1	0	2	0.6	0
Cc1ccc2[nH]c(O)c(N=NC(=O)c3ccc(NS(=O)(=O)c4cccs4)cc3)c2c1	-6	.	0.6	7	26	0	-9	1.4	3
CC(C)c1ccc(NC(=O)NCc2ccc3c(c2)OCO3)cc1	-3	-0.6	1.4	-5	7	0	-3	-0.9	2
CCOC(=O)Cn1nnnc1C(CC)N(Cc1cc2ccc(C)cc2[nH]c1=O)C1CCCC1 (stereo not given)	1	-0.6	-4.5	4	9	0	-5	-2.4	2
CCOc1ccc2oc(C(=O)N(CC)CC(=O)Nc3c(F)cccc3F)c(C)c2c1	-2	.	-2.8	-2	-6	6	1	-0.6	5
COc1ccc(NC(=O)N2CCC(O)(c3cccnc3)CC2)c(OC)c1	-1	-1.1	-0.7	7	-1	-4	-1	-2.6	3
O=C(COc1ccc2ccccc2c1)N1CCN(c2ccccc2)CC1	4	0.2	0.2	4	-6	-2	1	-1.7	-2
CC1(C(=O)NS(=O)(=O)c2cccc(Cl)c2)CCN1C(=O)C1CCCCC1 (stereo not given)	-5	-0.3	-2.9	.	7	0	.	.	-3
S=C(NCCCNC(=S)Nc1ccccc1)Nc1ccccc1	2	1.7	-1.6	8	-3	2	5	-1.4	3
O=[N+]([O-])O[C@H]1CO[C@H]2[C@@H]1OC[C@H]2O[N+](=O)[O-]	2	-1.4	-1.2	10	6	0	6	-1.9	0
O=C(C1CCCCN1S(=O)(=O)c1ccccc1)N1CCN(C(c2ccccc2)c2ccccc2)CC1 (stereo not given)	-1	-3.6	-3.7	-2	-8	-2	-7	-0.9	2
CCOC(=O)N1CCC(NC(=O)c2ccc(CS(=O)(=O)c3c(Cl)cccc3Cl)o2)CC1	-3	-1.7	0.6	6	0	2	-4	2.4	9
CCC(C)Oc1cc(-c2ccnc(Nc3cccc(Cl)c3)n2)ccn1 (stereo not given)	7	-1.4	-0.4	-3	-17	2	-19	0.6	-1

# Six structures out of the list, arranged by SMILES length, ascending.
smiles	BoNT F protease	Mtb BioA inh	FadD28 FP inh	MazF activator	GDH-TPI inh	Mtb FBA inh	Rv3671c protease	Mtb UGM inh	PrPC surface inh
CNc1nc(-c2ccccc2)cc(C)c1S(C)(=O)=O	-6	.	-4.0	-12	6	+	-4	-3.6	0
CC(C)c1ccc(NC(=O)NCc2ccc3c(c2)OCO3)cc1	-3	-0.6	1.4	-5	7	0	-3	-0.9	2
O=C(COc1ccc2ccccc2c1)N1CCN(c2ccccc2)CC1	4	0.2	0.2	4	-6	-2	1	-1.7	-2
O=C(CNS(=O)(=O)c1ccc(Br)cc1Cl)OCC(=O)N1CCCC1=O	6	0.2	0.7	-2	0	4	-6	1.5	-2
CCOC(=O)N1CCC(NC(=O)c2ccc(CS(=O)(=O)c3c(Cl)cccc3Cl)o2)CC1	-3	-1.7	0.6	6	0	2	-4	2.4	9
O=C(C[n+]1ccn(CCCNP2(=O)C=C(c3ccccc3)OC(c3ccccc3)=C2)c1)c1ccccc1	0	.	-2.0	4	3	4	7	0.1	-1

# The list goes on.
smiles	BoNT F protease	Mtb BioA inh	FadD28 FP inh	MazF activator	GDH-TPI inh	Mtb FBA inh	Rv3671c protease	Mtb UGM inh	PrPC surface inh
CN(CCCn1ccc(NC(=O)OCc2ccccc2)nc1=O)Cc1ccco1	2	0.1	-2.2	6	-3	-1	.	.	-2
CC(=O)OC(C(=O)NCCc1ccccc1)c1cccnc1 (stereo not given)	4	-0.9	1.3	-2	4	-1	-6	-2.4	4
COc1ccc(CN(C)C(=O)c2ccc(COc3ccccc3)cc2)c(OC)c1	1	-0.6	-5.4	3	-10	-7	-4	-0.3	14
COc1ccc(-c2nc(C#N)c(N3CCN(C(=O)c4ccco4)CC3)o2)cc1OC	4	-0.4	-0.3	7	-8	6	-7	2.1	6
Cc1cccc(NC(=O)CCNS(=O)(=O)c2cccc3nonc23)c1	0	0.9	-2.1	-13	0	2	-1	-1.1	-34
Cc1c(/C=N/NC(=O)c2cccnc2)cc(C#N)n1C	-3	.	-3.9	6	2	0	2	-4.0	-3
CC1CCc2c(sc3ncnc(NCCN4CCOCC4)c23)C1 (stereo not given)	-3	6.6	-4.0	11	10	-2	5	4.3	-3
CCCCC(CC)CO (stereo not given)	-2	0.1	-4.1	7	-11	1	1	.	6
Cc1cc(=O)[nH]c(SCC(=O)Nc2nc(-c3ccccc3)c(-c3ccccc3)o2)n1	2	.	-2.3	8	11	10	0	-2.1	4
CCN(CC(=O)Nc1ccc(OC)cc1)C(=O)c1cc2c(s1)CCCCC2	?	.	2.5	-14	5	-3	7	-0.2	6
COC(=O)c1ccc(NC(=O)CSc2nnnn2C2CCCCC2)cc1	4	0.9	-0.9	7	8	0	-2	1.2	1
Cn1cccc1C(C#N)(CC#N)c1cccc(F)c1C#N (stereo not given)	-1	.	-3.0	7	1	4	-2	-1.0	-4
Cn1nc(-c2ccc3c(c2)OCCO3)c2ccccc2c1=O	-7	4.9	-1.1	7	4	-1	-12	-1.9	2
CCOCCc1c(O)nc(SCC(=O)NCc2ccco2)[nH]c1=O	19	-1.2	1.0	1	11	2	9	-0.6	5
Nc1nonc1C(=O)NCCNc1ccc([N+](=O)[O-])cn1	-2	.	-4.1	4	12	-5	0	0.9	-9
O=C(c1ccc(N2CN(C(=O)c3ccco3)c3nc4ccccc4nc32)cc1)N1CCOCC1	0	-0.7	0.7	1	23	8	-3	-1.5	-7
CC(C)(C)c1ccc(S(=O)(=O)NCC(=O)N2CCN(C(=O)c3ccco3)CC2)cc1	-5	-0.9	-2.4	4	-3	-4	4	0.2	2
CCN(CC(=O)Nc1ccc(NC(C)=O)cc1)C(=O)c1cccc(S(=O)(=O)N2c3ccccc3CC2C)c1 (stereo not given)	-7	-0.2	-5.7	-1	9	0	0	1.8	-2
CCCc1nnc(SCC(=O)Nc2nccs2)o1	6	-2.1	-2.6	5	2	3	-8	-3.1	-1
COc1ccc(C(=O)CSc2nnc(-c3ccco3)n2CC2CCCO2)cc1 (stereo not given)	-14	-1.1	-4.3	4	-2	0	8	-4.5	1
OCCNC(=S)Nc1ccc(Cl)c(Cl)c1	-2	0.0	-4.7	2	-11	-3	1	3.7	14
COCCNC(=O)C(c1ccc(Cl)cc1)N(CCOC)C(=O)CCC(=O)Nc1nccs1 (stereo not given)	5	.	-0.3	0	1	1	-2	4.5	9
COc1ccc2sc(C)[n+](C)c2c1	-4	-0.1	-2.4	6	1	-5	-5	-3.9	4
CCc1ccc(-c2cc3c(=O)n(CC(=O)NCc4ccccc4F)ncn3n2)cc1	0	-0.1	-0.6	-14	-2	1	4	0.4	5
CC(=O)c1cc(N2CCOCC2)ccc1[N+](=O)[O-]	5	.	-1.3	0	22	-14	.	.	-26
CSCCCN1CC[C@@H](N2CCN(c3ccccc3F)CC2)[C@H](O)C1	?	0.0	-1.8	6	10	-2	-2	0.8	-9
CCc1ccc(C(=O)COC(=O)CCc2nc3ccccc3c(=O)[nH]2)cc1	-2	.	-1.1	-2	4	0	-23	0.0	-1
COc1ccc(NS(=O)(=O)c2cccc(C(=O)NNC(=O)COc3ccccc3)c2)cc1	7	0.7	-2.7	3	4	0	5	-0.3	-2
OC(c1ccc(F)cc1)c1nc(-c2cccc(C(F)(F)F)c2)cs1 (stereo not given)	-4	-3.5	-1.7	.	4	-1	.	.	-10
N#Cc1cccc(NC(=O)c2cc(C3CCCCN3C(=O)c3ccc4c(c3)CCO4)on2)c1 (stereo not given)	-1	0.4	-1.7	.	5	-3	.	.	-4
COC(=O)c1c(C)n(Cc2ccco2)c2ccc(O)cc12	-9	-2.5	-1.5	1	-9	2	-5	1.6	5
O=C(O)c1cccc(CSc2nnc(-c3cccnc3)o2)c1	26	-1.3	2.1	10	-3	-2	.	.	1
COc1ccc(NC(=S)NNC(=O)Cn2nc(C(F)F)cc2C(F)F)cc1	1	-3.6	0.5	0	9	1	3	2.1	6
CC(NC(=O)COc1ccccc1)C(=O)N1CCN(c2ccccc2)CC1 (stereo not given)	0	-0.5	.	-10	-2	-1	-2	-1.4	-6
O=C(CSc1nc2ccccc2c(=O)n1-c1ccccc1)N1CCc2ccccc2C1	8	0.1	-3.9	-13	0	-2	-12	.	-6
Nc1cc(OC(=O)c2ccc(F)cc2)nn1S(=O)(=O)c1ccc(F)cc1	7	-1.9	-5.2	12	-9	-4	13	0.0	0
CC1(C(=O)NS(=O)(=O)c2cccc(F)c2)CCN1C(=O)C1(c2ccc(Cl)cc2)CCC1 (stereo not given)	-5	-2.0	-4.0	.	7	-2	.	.	3
CCCc1nc2ccc(C)cn2c1Cc1ccccc1C(F)(F)F	-9	11	-5.0	.	.	6	.	.	-3
COc1ccc(OC)c2[nH]c(=O)c(CCNC(=O)C(=O)c3c[nH]c4ccccc34)cc12	-1	.	-1.9	13	7	-5	-5	0.1	2
CC(=O)NC(Cc1ccc(C(C)C)cc1)C(=O)NC1CCN(c2nc(C)cc(C)n2)CC1 (stereo not given)	?	0.4	-4.0	-8	0	2	-1	-0.2	2
O=C(NN1C(=O)C2C(C1=O)C1C=CC2C12CC2)c1ccc(Cl)cc1 (stereo not given)	?	-0.2	-1.5	1	13	1	5	-0.6	-6
